# High-throughput results deposited in PubChem BioAssay by NCI.
# NCI-60 one-dose screen, 48 h, at 10 µM unless noted. Numbers give growth in % (100 = growth as untreated, 0 = no growth, -100 = all killed).
# NCI-H226 – NCI-H226 lung cancer; actives 3.5% (n = 79,000); AID 1794732
# NCI-H23 – NCI-H23 lung cancer. actives 4% (n = 80,000)
# NCI-H460 – NCI-H460 lung cancer; AID 1794736; actives 6.8% (n = 82,000)
# NCI/ADR-RES – NCI/ADR-RES ovarian cells | actives 4.4% (n = 81,000) | AID 1794790
# A498 – A498 renal cancer cells | actives 5.4% (n = 76,000) | AID 1794774
# RXF 393 – RXF 393 renal cancer cells; actives 6.9% (n = 77,000); AID 1794773
# ACHN – ACHN renal cancer. actives 4.9% (n = 81,000). AID 1794771
# NCI-H522 – NCI-H522 lung cancer | actives 8% (n = 78,000)
# CAKI-1 – CAKI-1 renal cancer. actives 4.7% (n = 75,000). AID 1794772
# Active calls of the source: *; x = no result given. The calls were made as follows: active = growth percent below 10; inactive = the rest. An unsorted share of the library. About 12% of those tested had a hit in this group.
SMILES,NCI-H226,NCI-H23,NCI-H460,NCI/ADR-RES,A498,RXF 393,ACHN,NCI-H522,CAKI-1
CC(C)CC1C(=O)NC(=S)N1c1n[nH]c(=O)c2c1C(c1ccc(Cl)cc1)NN2 (stereo not given),97,102,103,103,91,x,101,98,92
COC1CCC2CC(C(=O)N3CCC(CC(=O)NCC4CCC5OCOC5C4)CC3)NC2C1 (stereo not given),66,70,54,38,74,51,57,30,x
CCOC(=O)CC[C@H](NC(=O)c1ccc(NC(=O)Cn2c(C)nc3c(c(C)nn3-c3ccc(Cl)cc3)c2=O)cc1)C(=O)OCC,97,102,104,100,94,94,96,96,90
C[n+]1ccc(/C=N/O)cc1,91,102,106,99,93,113,100,93,100
CCCCCCCCNc1cccc2c1C(=O)c1ccccc1C2=O,96,102,101,112,81,100,111,81,98
CCN(CC)CCCNc1cccc2c(OC)ccnc12,117,99,109,102,95,120,103,104,95
Cn1c(=O)c2c(nc(Cl)n2C)n(C)c1=O,97,104,114,100,76,107,104,98,96
CC(=O)c1ccc(-n2c(=O)c3ccccc3c3ccccc3c2=O)cc1,92,102,113,114,111,107,106,102,99
CC[n+]1c(/C=C/c2ccc(N3CCCC3)cc2)cccc1/C=C/c1ccc(N2CCCC2)cc1,-66*,-68*,-84*,-69*,-93*,-94*,-96*,-83*,-68*
CCN(CC)CCN1C(=O)c2c(c3c4ccccc4[nH]c3c3ccc4ccccc4c23)C1=O,88,-68*,16,-41*,35,47,37,68,51
O=C(N/N=C\c1ccccc1Cl)C(=O)N/N=C\c1ccccc1Cl,108,108,115,103,105,114,114,126,112
O=C(/C=C\c1ccccc1Cl)c1ccccc1,86,92,95,101,x,90,93,100,91
CC1(C)NCCC[C@]2(C)[C@H]3CC=C4[C@@H]5C[C@](C)(C(N)=O)CC[C@]5(C)CC[C@@]4(C)[C@]3(C)CC[C@@H]12,102,92,96,93,100,87,100,82,82
CCN(CC)c1ccc(/C=C/c2cc(-c3ccccc3)c3ccccc3n2)cc1,92,94,102,87,x,110,93,83,101
CCCCCCCCCc1ccc(OCCOCCOCCOCCOCCOCCOCCOCCOCCO)cc1,17,7.7*,11,1.7*,-5.3*,29,19,-9.9*,14
CCOC(=O)c1ccc(NC(C)=O)o1,95,105,87,97,63,102,108,95,103
CN(C)c1nc(C(=O)O)cc(=O)[nH]1,101,96,108,97,96,111,106,97,96
COc1cc2c(cc1OC)C(c1c(-c3c(Cl)cccc3Cl)noc1C)=NCC2,102,96,103,94,108,108,100,87,90
CO[C@H]1CC(c2ccc[nH]2)=N[C@]12O[C@@H](C)C[C@@H]1CCCCCCCc3ccc([nH]3)[C@H]12,29,28,17,17,57,53,8.0*,21,9.3*
C=CCc1cc(OC)c(O)c(C(=O)OCC)c1,106,103,103,102,104,106,116,98,101
O=C1c2ccccc2-c2c1c1cnccc1c(=O)n2CCCn1ccnc1,70,85,47,79,71,67,45,33,59
O=C1c2ccccc2C(=O)c2cc(Cn3c[n+](Cc4ccc5c(c4)C(=O)c4ccccc4C5=O)c4ccccc43)ccc21,89,93,93,97,108,110,104,108,95
COC(=O)[C@]12CC[C@@H](C(C)=O)[C@@H]1[C@H]1CC[C@@H]3[C@@]4(C)c5c([nH]c6ccccc6c5=O)C(C)(C)[C@@H]4CC[C@@]3(C)[C@]1(C)CC2,107,101,104,101,110,116,101,82,70
COC(=O)c1ccccc1NC(=O)c1ccccc1,92,101,105,99,93,99,109,90,96
C=C1CC[C@@H]2[C@]3(C)COC(c4cn[nH]c4-c4cccc(F)c4)O[C@@H]3CC[C@@]2(C)[C@@H]1C/C=C1/C(=O)OCC1O (stereo not given in full),89,94,99,93,107,104,104,98,101

# The closing 6 compounds of the part before open the next one:
SMILES,NCI-H226,NCI-H23,NCI-H460,NCI/ADR-RES,A498,RXF 393,ACHN,NCI-H522,CAKI-1
C=CCc1cc(OC)c(O)c(C(=O)OCC)c1,106,103,103,102,104,106,116,98,101
O=C1c2ccccc2-c2c1c1cnccc1c(=O)n2CCCn1ccnc1,70,85,47,79,71,67,45,33,59
O=C1c2ccccc2C(=O)c2cc(Cn3c[n+](Cc4ccc5c(c4)C(=O)c4ccccc4C5=O)c4ccccc43)ccc21,89,93,93,97,108,110,104,108,95
COC(=O)[C@]12CC[C@@H](C(C)=O)[C@@H]1[C@H]1CC[C@@H]3[C@@]4(C)c5c([nH]c6ccccc6c5=O)C(C)(C)[C@@H]4CC[C@@]3(C)[C@]1(C)CC2,107,101,104,101,110,116,101,82,70
COC(=O)c1ccccc1NC(=O)c1ccccc1,92,101,105,99,93,99,109,90,96
C=C1CC[C@@H]2[C@]3(C)COC(c4cn[nH]c4-c4cccc(F)c4)O[C@@H]3CC[C@@]2(C)[C@@H]1C/C=C1/C(=O)OCC1O (stereo not given in full),89,94,99,93,107,104,104,98,101
Cc1cc(C#Cc2ccc(C(C)(C)C)cc2)ccc1-n1c(/C=C/c2ccnc3ccccc23)nc2ccccc2c1=O,111,99,81,93,92,108,90,105,75
Cc1ccc(-c2nc3cc4nc5ccccc5[nH]c4cc3n2)cc1,101,97,100,103,93,120,93,87,100
COc1cc(C)cc2c1OC(c1ccccc1)CC2=O (stereo not given),83,91,100,93,107,83,101,133,70
O=C(O)CCCCCCCCCCN1C(=O)/C(=C/c2cnc(-c3ccc(Cl)cc3)s2)SC1=S,35,12,4.4*,11,83,77,22,-16*,12
CC1C=CC(C2OCCO2)C2C(=O)C=CC(=O)C12 (stereo not given),102,92,116,100,98,111,109,84,85
CCCCCCN1C=C/C(=C\C(=O)n2ccc3ccccc32)c2ccccc21,53,9.6*,88,85,97,74,66,58,61
Nc1nc(Cl)c2[nH]c(Cl)nc2n1,99,99,110,105,x,x,102,74,91
O=[N+]([O-])c1ccc(C(c2ccc([N+](=O)[O-])cc2)[n+]2ccccc2)cc1,94,78,90,91,67,89,107,74,102
CCN1CCN(CC(=O)Nc2nc3ccc(N)cc3s2)CC1,111,108,113,112,116,105,106,98,94
CCOC(=O)C1=C(C)NC(=O)NC1c1ncc(C(C)O)s1 (stereo not given),97,100,102,101,94,103,106,88,102
CCC1(C)OC(=O)NC1=O (stereo not given),93,96,111,96,125,121,102,85,98
NC(=O)SCC(=O)NNc1ccccc1,93,112,99,95,94,112,81,85,93
c1ccc(C[Si](Cc2ccccc2)(Cc2ccccc2)Cc2ccccc2)cc1,88,74,92,93,100,129,94,72,95
COc1ccc2[nH]c3c(c(=O)c2c1)CCCC3,94,103,103,109,x,101,101,x,100
NS(=O)(=O)c1ccc(-c2cc(-c3nnc(SCC(=O)c4ccccc4)n3-c3ccccc3)c3ccccc3n2)cc1,95,109,89,96,73,91,91,88,62
CCCCCNC(=O)c1ccc(C)cc1,102,106,109,123,95,113,103,84,95
CC1(COc2ccc3ncc(C#Cc4cncc(C(=O)Nc5cc(C(C)(C)C)on5)c4)n3n2)COC1,19,29,23,22,x,-2.4*,31,57,35
O=c1/c(=C\c2ccc(-c3cc(Cl)cc(Cl)c3)o2)sc2nc(-c3ccco3)nn12,100,106,104,107,105,107,105,97,91
COC(=O)c1ccc(CNc2nc(=O)n(Cc3ccc(Cl)cc3)c(=O)[nH]2)cc1,92,113,104,117,82,103,97,82,96
O=S(=O)(NCCNc1nccc(-n2ccc3cccnc32)n1)c1ccc(Cl)cc1,96,99,102,95,90,98,105,90,93
O=C(Nc1ccc(-c2ccc3c(c2)NC(=O)/C3=C\c2ccc[nH]2)cc1)NC1CC1,101,55,60,105,x,99,101,90,100
CCOC(=O)CSc1nc2sc3c(c2c(=O)n1-c1ccc([N+](=O)[O-])cc1)CCCCC3,99,75,48,84,85,77,53,69,51
CC(C)=Cc1cc(-c2cc(C=C(C)C)[nH]n2)n[nH]1,99,103,117,105,124,114,99,92,90
COc1ccc(C(O)CN2CCCCC2)c2c1CCCC2 (stereo not given),89,92,79,98,76,87,98,94,89
O=S1c2ccccc2Oc2ccccc21,113,101,114,114,102,117,108,103,89

# Complete entries as entered above. Order of values: NCI-H226	NCI-H23	NCI-H460	NCI/ADR-RES	A498	RXF 393	ACHN	NCI-H522	CAKI-1
# Entry for `NS(=O)(=O)c1ccc(-c2cc(-c3nnc(SCC(=O)c4ccccc4)n3-c3ccccc3)c3ccccc3n2)cc1` = 95	109	89	96	73	91	91	88	62
# Entry for `CCOC(=O)CSc1nc2sc3c(c2c(=O)n1-c1ccc([N+](=O)[O-])cc1)CCCCC3` = 99	75	48	84	85	77	53	69	51

# The list goes on.
SMILES,NCI-H226,NCI-H23,NCI-H460,NCI/ADR-RES,A498,RXF 393,ACHN,NCI-H522,CAKI-1
CC/C=C\C[C@H](O)C/C=C1\CC(CCO)=CC1=O,108,104,101,105,93,100,110,81,103
Cc1ccc(S(=O)(=O)N[C@H]2CC[C@H]3[C@@H]4CCc5cc(O)ccc5[C@H]4CC[C@]23C)cc1,73,72,55,64,65,64,77,60,78
COc1cnc2c(c1)C(=O)c1c-2n(CCCN2CCOCC2)c(=O)c2cc(F)ccc12,-65*,-15*,-33*,4.0*,-24*,-30*,-67*,x,x
CC(=O)OC(OC(C)=O)C(CSC#N)SC#N (stereo not given),99,98,118,101,118,115,94,89,92
S=C(N/N=C/c1ccc[nH]1)NNC(=S)Nc1ccccc1,88,94,104,95,96,107,99,93,86
C/C(O)=C(/C=N\C(=S)Nc1ccc(S(=O)(=O)Nc2nccs2)cc1)C(=O)Nc1ccccc1C,73,95,102,105,61,98,100,92,92
O=S(=O)(O)c1ccc2ccc(O)cc2c1,96,92,104,x,124,93,99,102,92
C(=N\Nc1ncc(-c2cc3cc4c(cc3o2)OCO4)s1)/c1c[nH]c2ccccc12,-56*,-26*,-27*,11,-3.2*,x,-31*,-42*,-43*
COc1ccc(/C=N/NC(=O)CN2CCN(c3cc4c(cc3F)c(=O)c(C(=O)O)cn4C3CC3)CC2)cc1O,112,103,105,106,104,103,106,81,111
COc1ccc(C2C(=O)c3ccccc3C2=O)cc1,100,92,107,99,60,105,96,x,93
CC1C=CC(C)C(C(=O)c2ccccc2)C1C(=O)c1ccccc1 (stereo not given),90,95,109,100,95,104,106,80,86
C/C(=N/O)c1ccc(NC(=O)CSc2nnc(-c3cc(-c4ccccc4)nc4ccccc34)o2)cc1,89,94,105,93,90,102,105,74,x
CCCCCCCCn1cc2c(N[C@H](C)c3ccccc3)ncnc2n1,114,x,104,109,85,103,107,102,92
COC(=O)[C@@]1(C)CC[C@]2(C)CC[C@]3(C)C(=CC(=O)[C@@H]4[C@@]5(C)Cc6c(n(CC#CCN7CCNCC7)c7ccccc67)C(C)(C)[C@@H]5CC[C@]43C)[C@@H]2C1,99,104,105,104,123,x,100,102,91
O=C(Nc1nc2c(s1)CCc1c-2c(Br)n(Cc2ccccc2)c1-c1ccccc1)c1ccccc1,x,90,98,95,92,67,93,81,79
C=C(C)[C@@H]1CC[C@]2(C(=O)NCCCCNCCCN)CC[C@]3(C)[C@H](CC[C@@H]4[C@@]5(C)CCC(=O)C(C)(C)[C@@H]5CC[C@]43C)[C@@H]12,100,105,100,99,91,116,104,97,88
CCOc1cccc(-c2ccccc2)c1,95,102,99,106,104,106,103,86,98
COc1ccc(/C=C2/CCc3cc4ccc(OC)cc4[o+]c32)c(O)c1,81,73,25,54,95,71,34,77,81
CN1CCCC(NC(c2ccccc2)c2ccccc2)C1 (stereo not given),105,97,108,104,101,119,111,98,103
CC(=O)Oc1ccccc1O,114,89,88,70,109,144,93,64,105
COc1ccc(/C=c2\sc3n(c2=O)C(c2cc(OC)c(OC)c(OC)c2)C=C(c2ccc(OC)c(OC)c2)N=3)cc1OC (stereo not given),108,103,107,98,95,105,x,58,105
Nc1nc(O)c(/C=C2/C(C(=O)O)=Nc3ccc(Cl)cc32)s1,104,107,105,105,x,118,97,84,91
COc1ccc(-c2nc3sc4cc(OC)ccc4n3c2-c2nc3ncccc3[nH]2)cc1,107,101,102,100,88,104,100,95,99
Nc1nc(-c2ccccc2)cc(-c2cc3ccccc3nc2Cl)n1,78,89,82,81,108,85,89,89,80
Nc1cccc(N=Nc2c(S(=O)(=O)O)cc3cc(NC(=O)Nc4ccc5c(O)c(N=Nc6cccc(N)c6)c(S(=O)(=O)O)cc5c4)ccc3c2O)c1,115,100,102,108,100,119,111,82,x
SMILES,NCI-H226,NCI-H23,NCI-H460,NCI/ADR-RES,A498,RXF 393,ACHN,NCI-H522,CAKI-1
C=C[C@H]1C[C@@H]2C[C@@H]3[C@H]4C/C=C\C(=O)NCCCC5NC(=O)C(=C(O)/C=C/[C@@H]4CC(=O)[C@H]3[C@@H]2[C@H]1C)C5=O (stereo not given in full),x,-8.3*,-69*,-73*,-93*,-86*,-93*,46,29
COC(=O)CCCCCN=Cc1c(O)c(O)c(C(C)C)c2cc(C)c(-c3c(C)cc4c(C(C)C)c(O)c(O)c(C=NCCCCCC(=O)OC)c4c3O)c(O)c12,55,19,8.1*,62,35,29,16,-22*,56
C#CCSc1nnc(-c2c(C)nc3ccc(Cl)cn23)o1,94,87,98,98,88,118,84,88,87
ClC(Cl)(Cl)c1nc(Nc2nc3ccccc3s2)nc(-c2ccccc2)n1,111,100,101,107,109,117,96,102,101
CN(C)c1ccc(/C=C2\c3ccccc3-c3ccc(N=Cc4ccccc4)cc32)cc1,88,81,106,95,100,107,94,63,80
O=C(CCl)NC(C(=O)O)c1ccccc1 (stereo not given),101,103,109,109,105,117,107,89,102
Cc1nc2sc(C(=O)Nc3ccc(Br)cc3)c(N)c2cc1C(=O)c1ccc(C(F)(F)F)cc1,88,70,64,74,83,x,66,77,67
